Source: PubChem BioAssay (several laboratories)
MC4R barr agon = agonists of human melanocortin 4 receptor (MC4R) beta-arrestin; U2OS MC4R beta-arrestin complementation, luminescence; percent of melanotan II response, DMSO zero; activation, % at 8.9 µM; AID 540308; 360,000 compounds, 0.98% hits; P32245;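 active = activation above a per-plate cutoff, the mean activation of sample wells on that plate plus 3 SD, cut at about 8% in these data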
ABHD5-PLIN5 inh = blocks binding of human ABHD5 to perilipin-5. Q00G26+Q8WTS1. Split G. princeps luciferase complementation, luminescence, 4 h. inhibition, % at 4 µM. 360,000 compounds, 0.78% hits. AID 602281;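 active = inhibition above the mean inhibition across every tested compound plus 3 SD, cut at about 22% in these data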;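 note: 0% = DMSO only wells and the 100% control is not disclosed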
Target sequence (Q00G26 whole entry, looked up): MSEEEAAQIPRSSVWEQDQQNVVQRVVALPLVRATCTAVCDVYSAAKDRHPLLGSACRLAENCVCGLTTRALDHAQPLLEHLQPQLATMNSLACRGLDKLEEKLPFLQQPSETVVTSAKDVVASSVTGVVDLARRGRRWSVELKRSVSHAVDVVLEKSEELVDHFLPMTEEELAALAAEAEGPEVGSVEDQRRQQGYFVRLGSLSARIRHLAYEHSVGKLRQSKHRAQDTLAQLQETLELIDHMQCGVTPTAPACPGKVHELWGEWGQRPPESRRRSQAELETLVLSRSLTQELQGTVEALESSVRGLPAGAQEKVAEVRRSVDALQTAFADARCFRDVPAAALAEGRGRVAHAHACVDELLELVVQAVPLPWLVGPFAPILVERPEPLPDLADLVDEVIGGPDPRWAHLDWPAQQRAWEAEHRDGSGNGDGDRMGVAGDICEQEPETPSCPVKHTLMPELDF
Target sequence (Q8WTS1 whole entry, looked up): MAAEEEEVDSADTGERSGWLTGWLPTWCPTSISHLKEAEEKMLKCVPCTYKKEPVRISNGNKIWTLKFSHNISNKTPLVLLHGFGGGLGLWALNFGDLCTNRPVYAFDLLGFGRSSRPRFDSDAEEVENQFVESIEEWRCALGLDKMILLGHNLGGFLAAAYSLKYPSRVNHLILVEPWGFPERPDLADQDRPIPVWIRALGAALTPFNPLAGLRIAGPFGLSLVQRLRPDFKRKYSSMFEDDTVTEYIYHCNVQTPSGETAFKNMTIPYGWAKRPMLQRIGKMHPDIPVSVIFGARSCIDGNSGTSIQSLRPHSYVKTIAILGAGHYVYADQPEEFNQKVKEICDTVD
H9c2 protect = modulators protecting cardiomyocytes from myocardial damage | 360,000 compounds, 0.63% hits | H9c2 cardiomyocytes, H2O2 injury protection, ATPLite, 2 h | protection from H2O2 cell death, % at 20 µM;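 active = compounds giving at least 50% protection of heart cells from peroxide-induced death in the single-dose screen, raw or plate-pattern-corrected value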;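 note: 0% = DMSO wells with peroxide and 100% = DMSO wells without peroxide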
NOD2 RIPK2 PPI = inhibitors of human NOD2-RIPK2 interaction | AID 624267 | O43353 | 360,000 compounds, 0.38% hits | CHO BLA complementation NOD2-RIPK2, CCF4 ratio | inhibition, % at 4.98 µM; in the data active = inhibition above about 21%;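 note: 0% = vehicle only and 100% = reference blocker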
ABCB6 inh 2 = blocks the human ABCB6 transporter; Q9NP58; 360,000 compounds, 0.19% hits; fluorescence ratio to DMSO, % at 10 µM; K562-ABCB6 porphyrin accumulation, flow cytometry, 1 h; stronger effect = lower value;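 active = fluorescence ratio to DMSO below 75%, the collection mean minus 3 SD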;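 note: signal is porphyrin accumulated inside mitochondria; 100% equals median channel fluorescence of DMSO control wells; lower ratio means ABCB6 inhibition with less porphyrin fluorescence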
MC4R antagonist = blocks human MC4R cAMP signaling; P32245; MC4R-expressing cells, MTII-stimulated cAMP, LANCE TR-FRET; inhibition, % at 6.5 µM; 360,000 compounds, 0.48% hits; AID 540295;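 active = inhibition above its plate's cutoff, the mean of tested wells on that plate plus 3 SD, cut at about 29% in these data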;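 note: 0% = Melanotan II alone and 100% = Melanotan II plus saturating MCL0020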
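system = U2OS cells with stable human MC4R expression | also added = Melanotan II challenge after compound preincubation | dosing = one concentration, 6.5 µM nominal | incubation = compound 30 min, challenge 1 h, detection 1 h | measured by = TR-FRET with Eu-cAMP and labeled anti-cAMP, 671 nm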
TLR9-MyD88 block = blocks human TLR9 binding to MyD88; Q9NR96+Q99836; CHO BLA complementation TLR9-MyD88, CCF4 FRET ratio; inhibition, % at 4.98 µM; 340,000 compounds, 0.21% hits; AID 504734;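 active = inhibition above the mean over all tested compounds plus 3 SD, cut at about 21% in these data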;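 note: 0% = DMSO only wells and 100% = clavulanate BLA inhibitor control wells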
m5-HT2A agonist = agonists of mouse serotonin 5-HT2A receptor (HTR2A). CHO-K1 mHTR2A beta-arrestin complementation, luminescence; percent of 30 µM serotonin response. P35363. AID 624169. activation, % at 7.6 µM. 360,000 compounds, 0.66% hits;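 active = activation above a run cutoff, the mean activation of all tested compounds plus 3 SD, cut at about 14% in these data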;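 note: 0% = plate median of compound wells and 100% = 30 µM serotonin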
SRC2 inh = human SRC2 (NCOA2) inhibition; Q15596; 370,000 compounds, 0.17% hits; inhibition, % at 9 µM; AID 651957; HEK293 GAL4-SRC2 luciferase reporter, luminescence;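 active = inhibition above the mean inhibition of all tested compounds plus 3 SD, set per campaign, cut at about 52% in these data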;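 note: 0% = DMSO treated cells and 100% = cells given Gossypol at 36 µM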
N-glyco inh = N-linked glycosylation inhibition; D54 ERlucT glycosylation luciferase reporter, 24 h; percent of 100 nM tunicamycin response; reporter increase, % at 12.5 µM; 360,000 compounds, 0.23% hits;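 active = mean luciferase reporter signal, scaled so untreated is 0 and the glycosylation-blocking control 100, at or above a set limit in every replicate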;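 note: luciferase carries N-glycosylation sites so blocking glycosylation raises the light; 0% = median of neutral control wells and 100% = median of 100 nM tunicamycin wells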
* marks the source's active call; other numbers are inactive results; . = not tested or not shown. A portion of the library; rates above refer to the full screens.

canonical_smiles,MC4R barr agon,ABHD5-PLIN5 inh,H9c2 protect,NOD2 RIPK2 PPI,ABCB6 inh 2,MC4R antagonist,TLR9-MyD88 block,m5-HT2A agonist,SRC2 inh,N-glyco inh
O=C(NCC1c2ccccc2CCN1C(=O)CN1C(=O)c2ccccc2C1=O)C1CCCCC1 (centres undefined),0.3,-0.1,0.5,6.9,106.0,11.5,-0.8,-1.8,-7.8,-0.8
Cc1cc(Br)ccc1NC(=O)CN(C)C(=O)c1cc([N+](=O)[O-])ccc1N1CCOCC1,-1.4,-7.6,-0.2,-6.3,88.0,3.8,7.6,0.6,-19.3,-1.0
CC12CCC(=O)N1C(C(=O)Nc1ccccc1F)CS2 (centres undefined),-2.8,2.5,-5.3,1.2,98.0,18.9,3.1,-6.9,-9.2,0.0
COCCCN(C(=O)CSCc1c(C)noc1C)c1c(N)n(Cc2ccccc2)c(=O)[nH]c1=O,0.3,-3.8,-2.8,-10.4,102.0,10.6,-0.3,3.5,-5.1,0.5
Fc1cccc(Cl)c1Cn1nnc2c(-n3ccnc3)ncnc21,0.3,1.3,-1.3,-6.8,89.0,8.6,-0.2,1.0,-30.3,-0.6
Cc1ccc(NC(=O)c2cc(S(=O)(=O)N3CCc4ccccc43)cn2C)cc1,1.8,-2.4,-17.8,0.4,101.0,12.0,-7.5,2.5,6.1,-4.9
CC1(c2nnnn2-c2ccc3c(c2)OCCO3)CCC(=O)N1CCCn1ccnc1 (centres undefined),.,7.3,.,9.3,97.0,.,.,0.6,-10.2,.
COc1ccccc1N1CCN(Cc2cc(=O)c(OCC(=O)NC(C)C)co2)CC1,-2.2,-0.2,4.8,-3.2,99.0,1.0,7.6,7.1,-25.8,1.4
CC1(C)CC2CC(C)(CN2C(=O)COC(=O)c2cncc(Br)c2)C1 (centres undefined),-1.3,6.7,6.1,-4.0,99.0,6.5,-7.8,5.7,-1.5,-1.0
CCCCCN(C(=O)CCC(=O)OC(C)C(=O)NC1CCCCC1)c1c(N)n(CCCC)c(=O)[nH]c1=O (centres undefined),1.0,-3.8,-0.5,2.3,96.0,7.4,-2.8,3.6,-7.5,3.0
O=C1NC(=S)N/C1=C/c1ccc(Oc2ccc(C(F)(F)F)cc2[N+](=O)[O-])c(Cl)c1,0.1,4.7,10.5,-3.9,105.0,6.1,1.3,7.0,-24.4,-0.5
O=C(O)c1cc(Cl)c(Cl)cc1C(=O)N(Cc1ccccc1)Cc1ccccc1,0.1,7.8,5.6,-1.1,93.0,14.7,-5.0,1.1,3.0,1.6
O=C(NC1CC1)c1cc(OCC(F)(F)F)ccc1OCC(F)(F)F,-1.2,7.7,1.2,-5.0,93.0,-3.8,4.8,1.8,-9.9,2.3
COc1ccc(N2C(=O)N3[C@H](c4ccc(Cl)cc4)[C@@H]4C(=O)N(C5CCCCC5)C(=O)[C@@H]4[C@]3(Cc3ccc(Cl)cc3)C2=O)cc1,2.6,-7.0,1.7,0.9,101.0,13.8,-6.1,2.6,-7.0,0.1
Cc1ccc2[nH]c(=O)c(C(c3nnnn3CC3CCCO3)N3CCCc4ccccc43)cc2c1 (centres undefined),-1.4,-8.2,11.0,-1.2,99.0,-7.6,-4.7,-2.5,-10.1,2.6
CCCCCC(=O)N1C[C@@H](O)[C@H](n2cc(-c3ccc(F)cc3)nn2)C[C@@H]1c1ccc(Cl)cc1,1.7,-11.5,-13.2,-4.3,101.0,6.2,-0.5,-1.3,-8.8,1.3
O=C(NCc1cccc(F)c1)C1CCC(=O)N(C2CCCC2)C1 (centres undefined),-2.8,-1.1,-0.8,-7.2,96.0,1.8,0.3,4.6,1.9,2.0
CCN(CC(=O)Nc1ccccc1C(=O)OC)S(=O)(=O)c1ccccc1,-1.6,7.1,8.7,-11.4,98.0,11.8,0.7,-1.2,13.7,1.5
CCOC(=O)C1(C)CCN1C(=O)c1cccnc1Oc1ccccc1 (centres undefined),2.6,-1.3,-4.5,-10.9,99.0,-5.1,.,3.9,18.8,1.9
CNC(=O)C(=O)Nc1cc2c3c(c1)CCN3C(=O)CC2,-1.5,-3.1,-0.9,-7.1,105.0,6.1,4.9,-0.2,-11.5,2.6
CC12CN3CC(C)(CN(C1)C3c1ccc3c(c1)OCO3)C2=O (centres undefined),-0.1,3.8,-5.4,-5.0,96.0,5.8,-1.1,0.4,-12.9,1.2
COc1ccc(C2=NN(S(C)(=O)=O)C(c3cccs3)C2)cc1OC (centres undefined),-0.8,4.7,-2.8,-7.7,103.0,1.0,7.5,0.3,1.3,-1.3
O=C1NC(=O)C(c2ccccc2)N1 (centres undefined),0.1,0.3,1.5,-3.2,100.0,7.8,2.4,0.0,-6.8,1.3
COc1cc(C(=O)NNC(=O)CCOc2ccccc2C)cc(OC)c1OC,-0.9,0.2,-1.0,-20.0,98.0,-0.2,0.1,1.8,-13.7,3.6
CC(=O)Nc1ccc(S(=O)(=O)NCC(=O)NNC(=O)COc2c(C)cccc2C)cc1,-0.1,2.5,10.5,-3.2,90.0,2.1,7.4,1.7,-6.7,0.7
COCc1cc(C)n(CC(=O)Nc2ccc(Cl)cc2Cl)c(=O)c1C#N,1.2,6.2,-4.5,-2.9,91.0,5.8,-6.8,7.2,1.9,0.9
C/C(=C\C(=O)c1cccnc1)Nc1ccc(C)c(C)c1,-2.1,8.6,-3.8,3.0,92.0,-4.3,-13.2,7.1,1.8,-0.7
CCCS(=O)(=O)NC(=O)C1(C)CCCN(C(=O)c2ccc3ccccc3n2)C1 (centres undefined),-3.0,-1.3,-1.9,-16.8,100.0,0.3,.,4.9,3.2,0.3
O=C(NCc1cccs1)c1ccccc1F,-0.9,-2.7,7.6,-12.9,103.0,12.5,-1.5,8.0,11.6,-0.7
C[C@H]1CN([C@@H](C)CO)C(=O)CCCn2cc(nn2)CO[C@@H]1CN(C)C(=O)Nc1ccc(N2CCCCC2)cc1,0.6,-5.6,-2.7,-5.6,102.0,-0.1,-7.4,7.1,-47.3,5.1

Further entries follow.
canonical_smiles,MC4R barr agon,ABHD5-PLIN5 inh,H9c2 protect,NOD2 RIPK2 PPI,ABCB6 inh 2,MC4R antagonist,TLR9-MyD88 block,m5-HT2A agonist,SRC2 inh,N-glyco inh
CCOc1ccc2nc(NC3=NC(C)(C)C=C(C)N3)nc(C)c2c1,0.0,3.1,-9.0,-2.2,103.0,0.4,-8.9,-9.0,-53.2,-1.5
CC1CCN(C(=O)CSc2nnc(Cc3cccn3C)n2CCc2ccccc2)CC1,1.3,3.7,-6.8,5.2,98.0,3.6,0.5,-1.1,-26.0,5.1
Cc1cc(F)ccc1NCc1ccncc1,-0.3,3.6,0.6,-2.9,98.0,8.4,-0.4,-0.8,-30.1,2.7
S=c1[nH]nc(CCc2ccccc2)n1-c1ccccc1,-2.3,5.2,-1.8,5.0,99.0,5.1,-10.2,6.2,-2.7,1.1
CN(CC(=O)NNC(=O)CNC(=O)c1ccccc1F)S(=O)(=O)c1ccc(Cl)cc1,2.8,-0.7,-2.1,-0.7,103.0,-3.5,7.3,-1.4,-0.2,2.2
Cc1ccc(-n2c(SCC(=O)NC3CCS(=O)(=O)C3)nc3ccccc3c2=O)cc1C (centres undefined),0.0,4.2,3.5,5.1,96.0,1.3,2.2,-2.8,-17.5,-1.5
CCOC(=O)Cc1csc(NC(=O)CCCCCN2C(=O)c3cccc4cccc(c34)C2=O)n1,-2.4,-7.1,-10.5,2.7,87.0,1.2,0.8,-3.8,-15.3,0.7
Cc1ccc(OCC(=O)N2CCN(C(=O)CCC3CCCC3)CC2)cc1,-1.1,-2.1,-7.0,-12.5,100.0,12.5,0.0,-1.4,.,-0.7
CNC(=S)N(Cc1ccc(OC)cc1)C1CC(=O)N(c2ccc(OC)cc2)C1=O (centres undefined),0.5,1.6,-5.2,0.9,97.0,5.2,-1.4,-2.8,-2.1,-1.5
N#CC(=Cc1ccc(-c2ccccc2)cc1)C(=O)c1ccccc1,.,12.8,-4.4,-0.4,92.0,.,.,-4.9,4.6,1.6
Nc1cc(=O)[nH]c(SCc2cccc3ccccc23)n1,-1.0,2.7,-8.6,5.4,99.0,3.8,5.9,-0.6,-13.2,2.9
C=C(C)c1cccc(C(C)(C)NC(=O)NCCN(CC)CC)c1,-2.1,6.2,-4.3,-3.5,103.0,-5.7,-12.1,4.7,-38.9,0.6
COc1ccc(/C=N/NC(=O)c2[nH]c3ccc(Br)cc3c2-c2ccccc2)c(C(=O)O)c1OC,-1.4,0.4,2.0,-0.2,96.0,1.0,-3.4,3.9,5.8,2.6

Four entries from above in a different format.
The line under a structure holds: MC4R barr agon, ABHD5-PLIN5 inh, H9c2 protect, NOD2 RIPK2 PPI, ABCB6 inh 2, MC4R antagonist, TLR9-MyD88 block, m5-HT2A agonist, SRC2 inh, N-glyco inh
- CN(CC(=O)NNC(=O)CNC(=O)c1ccccc1F)S(=O)(=O)c1ccc(Cl)cc1
  2.8, -0.7, -2.1, -0.7, 103.0, -3.5, 7.3, -1.4, -0.2, 2.2
- Cc1ccc(-n2c(SCC(=O)NC3CCS(=O)(=O)C3)nc3ccccc3c2=O)cc1C (centres undefined)
  0.0, 4.2, 3.5, 5.1, 96.0, 1.3, 2.2, -2.8, -17.5, -1.5
- CCOC(=O)Cc1csc(NC(=O)CCCCCN2C(=O)c3cccc4cccc(c34)C2=O)n1
  -2.4, -7.1, -10.5, 2.7, 87.0, 1.2, 0.8, -3.8, -15.3, 0.7
- Cc1ccc(OCC(=O)N2CCN(C(=O)CCC3CCCC3)CC2)cc1
  -1.1, -2.1, -7.0, -12.5, 100.0, 12.5, 0.0, -1.4, ., -0.7
